Screening data as filed in PubChem BioAssay.
KCNK9 block = human KCNK9 channel inhibition; Q9NPC2; HEK293 KCNK9, FluxOR thallium flux fluorescence; stronger effect = lower value; B-score at 10 µM; 310,000 tested, 1.2% active;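 active = ratio B-score over 3 SD below the library mean, with starting fluorescence within 5 SD of its mean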;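 also: negative B-score means less thallium flux so channel inhibition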
KCNQ1 act = human KCNQ1 channel potentiation or activation; P51787; CHO-K1 KCNQ1, thallium flux FluxOR fluorescence; stronger effect = higher value; B-score at 10 µM; 310,000 tested, 0.35% active;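 active = fluorescence ratio B-score, a plate-corrected score, at least three library SD, with initial intensity B-score within 5 SD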
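Medium – assay buffer, equal DMSO in all wells · Material – CHO-K1 cell line with stable KCNQ1 potassium channel expression · Signal – kinetic FluxOR thallium fluorescence, 10-s 1-Hz baseline, 110-s post-stimulus read · Compound – single concentration per compound, DMSO matched to controls · Schedule – 37 °C overnight plating, 90-min dark dye load, 20-min compound pretreatment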
hERG rescue = shields human hERG channel from block by proarrhythmic agents. 310,000 tested, 0.51% active. activation (rescue from dofetilide block), less the hit threshold, % at 10 µM. CHO-hERG, FluxOR thallium flux, dofetilide IC70 present. AID 1511;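 active = activation above the mean of controls blocked by dofetilide plus 5 SD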;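 also: thallium influx through hERG after potassium depolarization seen as dye fluorescence rise; in these data hits start at about 4.7%; inactives centre near -7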
Target sequence (Q12809 whole entry, looked up): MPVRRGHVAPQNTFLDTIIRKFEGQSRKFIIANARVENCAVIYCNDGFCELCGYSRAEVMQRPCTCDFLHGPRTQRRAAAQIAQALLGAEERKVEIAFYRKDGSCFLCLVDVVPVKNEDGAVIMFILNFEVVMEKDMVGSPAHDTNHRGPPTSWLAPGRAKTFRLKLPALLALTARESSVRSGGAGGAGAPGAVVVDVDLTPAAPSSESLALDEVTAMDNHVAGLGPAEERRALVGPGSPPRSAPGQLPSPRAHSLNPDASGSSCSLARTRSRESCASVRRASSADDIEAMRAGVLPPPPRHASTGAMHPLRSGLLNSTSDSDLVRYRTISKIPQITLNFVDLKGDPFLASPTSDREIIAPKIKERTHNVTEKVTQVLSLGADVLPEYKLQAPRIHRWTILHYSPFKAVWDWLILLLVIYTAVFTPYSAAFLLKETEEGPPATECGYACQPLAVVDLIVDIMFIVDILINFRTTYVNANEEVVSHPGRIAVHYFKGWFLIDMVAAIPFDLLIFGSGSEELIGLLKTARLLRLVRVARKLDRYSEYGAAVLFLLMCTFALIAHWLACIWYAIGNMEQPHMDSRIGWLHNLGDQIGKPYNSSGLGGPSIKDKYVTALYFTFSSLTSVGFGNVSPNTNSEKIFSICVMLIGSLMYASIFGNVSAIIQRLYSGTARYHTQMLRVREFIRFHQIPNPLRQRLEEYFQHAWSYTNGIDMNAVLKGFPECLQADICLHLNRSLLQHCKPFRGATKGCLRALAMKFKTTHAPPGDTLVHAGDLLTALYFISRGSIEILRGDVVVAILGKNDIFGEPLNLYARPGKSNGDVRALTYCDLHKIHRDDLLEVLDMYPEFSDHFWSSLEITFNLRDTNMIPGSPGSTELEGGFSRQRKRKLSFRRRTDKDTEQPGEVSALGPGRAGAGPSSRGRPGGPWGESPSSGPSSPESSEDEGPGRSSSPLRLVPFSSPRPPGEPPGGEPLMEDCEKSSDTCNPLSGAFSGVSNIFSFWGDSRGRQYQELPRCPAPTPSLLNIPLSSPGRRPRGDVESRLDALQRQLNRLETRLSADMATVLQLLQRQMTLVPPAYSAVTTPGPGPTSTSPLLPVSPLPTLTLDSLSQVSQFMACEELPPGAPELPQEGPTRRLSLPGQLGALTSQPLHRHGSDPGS
PolyA inh = blocks polyadenylation in yeast reporter cells | S. cerevisiae SKY197-pL101 polyadenylation reporter, beta-gal luminescence; efflux-impaired pdr1/pdr3 knockout yeast; score 100 = 6 SD above DMSO | calls only at 12 µM | 300,000 tested, 0.02% active | AID 1875;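 active = lowest replicate activity score at least 50, where 100 means six control SD above control mean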;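 also: yeast exposed to compound for 9 h at 30 °C; higher score means more reporter readthrough which indicates perturbed polyadenylation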
GSK3beta inhib = human GSK3beta kinase inhibition. P49841. GST-GSK3beta kinase, ADP-Glo luminescence, 60 min; stronger effect = lower value. activity score (negative = inhibition), % at 10 µM. 300,000 tested, 0.038% active. AID 2097;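 active = more than half of replicate wells score below -50%, meaning over 50% inhibition versus plate controls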;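 also: 0% = median DMSO wells and -100% = median GW8510 positive control wells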
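Assay system: GST-fused GSK3beta enzyme, cell-free / Medium: Tris pH 7.5 buffer with MgCl2, DTT, BSA, heparin / Also added: peptide substrate plus 25 µM ATP (final) / Compound: 10 µM single point / Timing: kinase reaction with compound 60 min at room temperature / Detection: ADP-Glo luminescence / Benchmarks: DMSO neutral wells and GW8510 at 20 µM as positive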
RGS4 act = RGS4 potentiation or activation | HEK293 M3R/inducible RGS4, carbachol calcium flux Fluo4; stronger effect = lower value | AID 463111 | 310,000 tested, 0.92% active | B-score at 10 µM;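 active = B-score of the integrated calcium signal more than 4 SD below the library mean, with starting fluorescence not abnormally high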;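 also: negative B-score means reduced calcium response which marks RGS4 activation or potentiation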
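Material: Inducible-RGS4 HEK293 cells carrying M3 receptor; also added: carbachol at ECmax as muscarinic agonist stimulus; incubation: compound preincubation 20 min at room temperature before agonist; signal: Fluo4-AM (2 µM) calcium-flux fluorescence, kinetic read; measure: integrated calcium ratio converted to B score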
KCNK3 block = human KCNK3 channel inhibition, primary screen | B-score at 10 µM | 340,000 tested, 0.84% active | O14649 | CHO-KCNK3 thallium flux, FluxOR fluorescence; stronger effect = lower value;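 active = B-score under library mean minus 4 SD, starting fluorescence ratio at most library mean plus 5 SD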;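 also: more negative B-score means stronger inhibition of thallium flux through KCNK3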
KCNQ1 block = inhibitors of human KCNQ1 potassium channel; P51787; AID 2642; 310,000 tested, 1.3% active; CHO-K1 KCNQ1, FluxOR thallium flux fluorescence; stronger effect = higher value; B-score at 10 µM;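 active = compounds whose thallium flux B-score, printed positive for inhibition, exceeds three library SD while starting fluorescence stays within three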;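 also: channel opened by potassium depolarization with thallium stimulus after 20 min compound exposure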
Dyrk1A ADPGlo = Dyrk1A (rat) kinase inhibition. Q63470. ADP-Glo luminescence, NFATc1 peptide. inhibition, % at 12.5 µM. 310,000 tested, 0.43% active. AID 504441; in the data active = inhibition above about 50%;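 also: plate controls were vehicle with enzyme for no effect and no enzyme for full effect; many of its hits are not listed in these tables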
GSK3 alpha inh = blocks human GSK-3 alpha kinase. P49840. ADP-Glo luminescence, 60 min. inhibition, % at 10 µM. 320,000 tested, 0.1% active;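 in the data active = inhibition above about 50%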;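 also: GST-tagged GSK-3 alpha with peptide substrate and 25 µM ATP; 0% = DMSO neutral wells and 100% = GW8510 positive control wells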
HDAC3 inhib = inhibitors of human histone deacetylase 3. recombinant HDAC3, fluorogenic peptide/trypsin coupled, fluorescence. 320,000 tested, 0.15% active. O15379. AID 2718. inhibition, % at 8.3 µM; in the data active = inhibition above about 26%, passing the limit was not always enough
Numbers without * were called inactive; i = inactive; x = no result given. These rows are one share of the data (hit frequency here may not be typical).

SMILES	KCNK9 block	KCNQ1 act	hERG rescue	PolyA inh	GSK3beta inhib	RGS4 act	KCNK3 block	KCNQ1 block	Dyrk1A ADPGlo	GSK3 alpha inh	HDAC3 inhib
CC1CCCN(C(=O)CCCn2c(=S)[nH]c3ccccc3c2=O)C1 (configuration not stated)	i	i	-11	i	-3	i	i	i	-9	2	1
Cc1cc(C(=O)N2CCCC2)n[nH]1	i	i	-5	i	-2	i	i	i	-14	x	x
COc1ccc(NC(=O)CN(C)C(=O)c2ccc(COc3ccccc3)o2)cc1	i	i	-9	i	0	i	i	i	1	1	-1
Cc1ccc(S(=O)(=O)N2CCOCCOCCOCCOCCOCC2)cc1	i	i	-7	i	1	i	i	i	-4	-1	-4
OCCNc1nc(-c2ccccc2)c2cc(Br)ccc2n1	i	i	-8	i	x	i	i	i	3	5	-6
Cc1oc(-c2ccccc2F)nc1CN1CCC(C(=O)NC2CC2)CC1	i	i	-4	i	1	i	i	i	0	-3	-9
CCOC(=O)c1ccc(NC(=O)CSc2nnnn2CCCO)cc1	i	i	-13	i	2	i	i	i	-1	2	13
Cc1cccc(C(=O)Nc2cccc(C(=O)Nc3cc(C)ccn3)c2)c1	i	i	-8	i	0	i	i	i	-2	-2	-6
Cc1cc(C)n(CC(=O)c2ccccc2)c(=O)c1C#N	i	i	-6	i	2	i	i	i	-8	3	4
COc1ccccc1NC(=O)N(C1CCCC1)C1CCN(C(C)=O)CC1	i	i	-12	i	3	i	i	i	0	-1	1
Cc1noc(C)c1CN1C(=O)c2cccc([N+](=O)[O-])c2C1=O	i	i	-7	i	0	i	i	i	-9	-1	-1
CCOC(=O)N1CCC(NC(=O)CCCC(=O)O)CC1	i	i	-5	i	1	i	i	i	x	-1	0
Cc1cccc2nc(-c3cccnc3)c(Nc3ccccc3)n12	i	i	0	i	-4	i	i	i	17	0	-1
CC(C)C[C@H](NC(=O)CCCn1nnc2ccccc2c1=O)C(=O)O	i	i	-16	i	-2	i	i	i	-12	-2	3
CC(C)[C@H](N)c1nnc(SCc2ccc(Cl)cc2)o1	i	i	-4	i	-1	i	i	i	6	-3	-4
CN(C)C(CNC(=O)c1ccc(C(F)(F)F)cc1)c1ccco1 (configuration not stated)	i	i	-7	i	0	i	i	i	-3	-2	-3
Cc1ccc(NC(=O)Nc2nnc(-c3ccccc3F)s2)cc1	i	i	-8	i	3	i	i	i	2	1	-1
Cc1nc2sc(C(=O)Nc3ccccc3Cc3ccccc3)c(C)c2c(=O)[nH]1	i	i	-8	i	-1	i	i	i	-12	x	0
COc1ccc(/C(C)=C2/SC(=S)N(CCC(=O)O)C2=O)cc1	i	i	-15	i	2	i	i	i	-7	-5	8
O=C(O)c1cccc(Nc2nc(-c3cc4ccccc4oc3=O)cs2)c1	i	i	-5	i	2	i	i	i	10	3	1
CN(C)c1nc(N(C)C)nc(N2CCCCC2)n1	i	i	-6	i	-15	i	i	i	-2	-3	-3
O=C(NNC(=S)Nc1ccccc1C(F)(F)F)c1cccnc1	i	i	-22	i	2	i	i	i	-3	-1	-20
Cc1cccc(-c2nc(CN3CCCC(C(=O)NC4CCCCCC4)C3)c(C)o2)c1 (configuration not stated)	i	i	-17	i	-3	i	i	i	3	x	4
O=C(c1ccc(Br)cc1)c1cc([N+](=O)[O-])ccc1N1CCCCC1	i	i	-12	i	2	i	i	i	-10	2	5
Cc1ccc(-c2csc(/C(C#N)=C(\O)CN3CCN(C(=O)c4ccco4)CC3)n2)cc1	i	i	-6	i	-5	i	i	i	4	-1	-2
Other entries follow.
SMILES	KCNK9 block	KCNQ1 act	hERG rescue	PolyA inh	GSK3beta inhib	RGS4 act	KCNK3 block	KCNQ1 block	Dyrk1A ADPGlo	GSK3 alpha inh	HDAC3 inhib
COc1ccc(C(=O)Nc2ccccc2N2CCOCC2)cc1Br	i	i	-10	i	2	i	i	i	-1	0	0
O=C(CSc1nnc(-c2ccncc2)o1)NC1CCCCC1	i	i	-7	i	-2	i	i	i	-20	5	-6
O=C(Nc1cccc([N+](=O)[O-])c1)c1ccc2snnc2c1	i	i	-3	i	2	i	i	i	-6	0	-9
CCOC(=O)c1c(NC(=O)COc2cccc3c2CCN(CC)C3=O)sc2c1CCC2	i	i	-6	i	3	i	i	i	-3	-1	3
CCC(C)Nc1nc(-c2cccc(OC)c2O)nc2ccccc12 (configuration not stated)	i	i	-26	i	3	i	-12*	11*	11	2	15
O=C(Nc1cccc(F)c1)c1ccc(S(=O)(=O)N2CCCCC2)cc1	i	i	-9	i	1	i	i	i	0	6	13
Cc1ccc(Cc2cnc(NC(=O)C3=NCCN3)s2)cc1	i	i	-1	i	1	i	x	i	x	-4	3
Cc1nc2sc3c(c2c(=O)n1NC(=O)CCBr)CCCC3	i	i	-6	i	1	i	i	i	4	-1	-5
O=C(COC(=O)c1ccccc1Nc1ccccc1)NCc1ccco1	i	i	-4	i	-3	i	i	i	13	-9	-1
CCC(Sc1nc2c(cnn2-c2ccccc2)c(=O)[nH]1)C(=O)OC (configuration not stated)	i	i	-10	i	-16	i	i	i	6	1	3
Cc1cccc(C(=O)N2CCC(=O)N(C(COCc3cccc(Cl)c3)Cc3ccccc3)CC2)c1 (configuration not stated)	i	i	-12	i	4	i	i	i	1	x	0
O=C(CSc1n[nH]c(-c2cccs2)n1)N1CCN(S(=O)(=O)c2ccc3ccccc3c2)CC1	i	i	-5	i	0	i	i	i	-9	-2	-1
CCOc1ccccc1CN1CCNC(=O)C1CC(=O)N(C)Cc1nonc1C (configuration not stated)	i	i	-9	i	2	i	i	i	-4	x	5
O=C(c1cccc(Cl)c1)N1CCN(c2ccccn2)CC1	i	i	-7	i	-1	i	i	i	4	-1	-7
C=CCn1c(SCC(=O)NCCOC)nc2scc(-c3ccco3)c2c1=O	i	i	-10	i	2	i	i	i	-4	-2	-2
O=C1N=C(N2CCCCC2)SC1=C1CCCCC1	i	i	-6	i	1	i	i	i	-4	-1	3
Cc1[nH]c2ccc(C(=O)N3CCCC3)cc2c1C	i	i	-9	i	1	i	i	i	2	1	8
CCc1ccccc1NS(=O)(=O)c1ccc2[nH]cc(C(=O)NCc3ccco3)c(=O)c2c1	i	i	-8	i	-2	i	i	i	11	5	3
CCOc1ccccc1C(=O)Oc1cc(C)[nH]c(=O)c1[N+](=O)[O-]	i	i	-1	i	2	i	i	i	0	1	1
CCOC(=O)Cn1ccc(NC(=O)COc2ccc(F)cc2F)n1	i	i	-5	i	-2	i	i	i	3	0	1
Cc1nc2ccc(CN(C)c3ccc(C(=O)N[C@@H](CCC(=O)O)C(=O)O)s3)cc2c(=O)[nH]1	i	i	-6	i	4	i	x	i	x	0	4
c1ccc(CCNc2nc(-c3ccccn3)nc3ccccc23)cc1	i	i	-27	i	1	i	i	i	3	-2	5
COc1ccc(-c2nnc3ccc(SCC(=O)N4CCCCC4)nn23)cc1OC	i	i	-10	i	2	i	i	i	1	3	6
Cc1nc(C)c(/C(O)=C/c2nc3ccccc3oc2=O)s1	i	i	-8	i	1	i	i	i	0	4	3
C=CCNC(=S)N1CCN(CCNC2=CC(=O)CC(C)(C)C2)CC1	i	i	-5	i	-2	i	i	i	8	4	6

Some of these compounds in order of molecular weight, low to high.
SMILES	KCNK9 block	KCNQ1 act	hERG rescue	PolyA inh	GSK3beta inhib	RGS4 act	KCNK3 block	KCNQ1 block	Dyrk1A ADPGlo	GSK3 alpha inh	HDAC3 inhib
O=C(c1cccc(Cl)c1)N1CCN(c2ccccn2)CC1	i	i	-7	i	-1	i	i	i	4	-1	-7
CCOc1ccccc1C(=O)Oc1cc(C)[nH]c(=O)c1[N+](=O)[O-]	i	i	-1	i	2	i	i	i	0	1	1
c1ccc(CCNc2nc(-c3ccccn3)nc3ccccc23)cc1	i	i	-27	i	1	i	i	i	3	-2	5

The listing continues.
SMILES	KCNK9 block	KCNQ1 act	hERG rescue	PolyA inh	GSK3beta inhib	RGS4 act	KCNK3 block	KCNQ1 block	Dyrk1A ADPGlo	GSK3 alpha inh	HDAC3 inhib
CC(=O)c1ccc(C(=O)Nc2ccc(N3CCOCC3)cc2)cc1	i	i	-2	i	0	i	i	i	4	-1	-6
CC(C)=CCc1c([C@@H]2CCc3ccc(O)cc3O2)cc2c(c1O)OC(C)(C)C=C2	i	i	-18	i	-5	i	x	i	x	-1	3
O=CNn1cnc2c(oc3nc(-c4ccccc4)cc(-c4ccco4)c32)c1=O	i	i	-6	i	-3	i	i	i	1	0	-18
Cn1c(CC(=O)Nc2ccccc2)cc2ccccc21	i	i	-7	i	-1	i	i	i	x	1	5
CC(C)(C)SCCNC(=O)COc1ccc(Cl)cc1	i	i	-3	i	2	i	i	i	3	1	-1
O=C1/C(=C/c2cccnc2)SC(=S)N1Nc1ccccc1	i	i	-7	i	-3	i	i	i	x	-3	-4
CSc1ccccc1NC(=O)COc1ccc(Cl)cc1Cl	i	i	1	i	2	i	i	i	-6	-1	-3
O=C(C1Cc2ccccc2CN1S(=O)(=O)c1ccc(F)cc1)N1CCCCC1 (configuration not stated)	i	i	-11	i	0	i	i	i	0	0	1
CCOC(=O)c1sc(C(=O)OCC)c(OCCO)c1OCCO	i	i	-15	i	2	i	i	i	-3	1	-6
O=C(O)CCCn1cc(NC(=O)COc2ccccc2)cn1	i	i	-4	i	5	i	i	i	-4	5	-3
CC1CCN(S(=O)(=O)c2ccc3c(c2)c(=O)c(C(=O)N2CCOCC2)cn3C)CC1	i	i	-1	i	-1	i	i	i	-1	-2	0
O=C(CCc1ccccc1)NC(=S)Nc1ccc(S(=O)(=O)N2CCOCC2)cc1	i	i	-5	i	-7	i	i	i	11	-2	-2
CCN(CC)S(=O)(=O)c1ccc(C)c(NC(=O)Cn2c(=O)cnc3ccccc32)c1	i	i	-8	i	2	i	i	i	-5	-1	-13
CCCCn1c(N)c(N(CCOC)C(=O)c2ccc(-n3c(C)ccc3C)cc2)c(=O)[nH]c1=O	i	i	-8	i	-1	i	i	i	-3	-2	-1
O=C(COc1coc(CN2CCN(c3ccccc3)CC2)cc1=O)Nc1ccc(F)cc1	i	i	-10	i	0	i	i	i	10	7	1
COc1ccc(C(CC(=O)N2CCOCC2)c2c(OC)cc(OC)c3ccc(=O)oc23)cc1 (configuration not stated)	i	i	-2	i	-3	i	i	i	7	0	-3
CNC(=S)NCc1ccc2[nH]c(C)cc2c1	i	i	-13	i	4	i	i	i	2	-2	-1
O=C(/C=C/Nc1ccc(F)cc1)c1ccc(Br)cc1	i	i	-13	i	1	i	i	i	-5	-2	0
